Screening results: PubChem, National Center for Advancing Translational Sciences (NCATS)
GLP1R inv ag = acts as inverse agonist at human GLP-1 receptor; HEK293 GLP-1R CRE-luciferase, luminescence, 24 h; GLP-1R form is constitutively active; 410,000 compounds, 1.6% hits; P43220; Potency, µM (doses to about 38.3 µM), inactives show top-dose activity change, negative = inhibition, actives largely listed as inhibitors; further: on the % scale 0 is the no-effect control and ±100 the full control effect; nearly all actives have a fitted effect of over 55% in size
Target sequence (P43220 whole entry, looked up): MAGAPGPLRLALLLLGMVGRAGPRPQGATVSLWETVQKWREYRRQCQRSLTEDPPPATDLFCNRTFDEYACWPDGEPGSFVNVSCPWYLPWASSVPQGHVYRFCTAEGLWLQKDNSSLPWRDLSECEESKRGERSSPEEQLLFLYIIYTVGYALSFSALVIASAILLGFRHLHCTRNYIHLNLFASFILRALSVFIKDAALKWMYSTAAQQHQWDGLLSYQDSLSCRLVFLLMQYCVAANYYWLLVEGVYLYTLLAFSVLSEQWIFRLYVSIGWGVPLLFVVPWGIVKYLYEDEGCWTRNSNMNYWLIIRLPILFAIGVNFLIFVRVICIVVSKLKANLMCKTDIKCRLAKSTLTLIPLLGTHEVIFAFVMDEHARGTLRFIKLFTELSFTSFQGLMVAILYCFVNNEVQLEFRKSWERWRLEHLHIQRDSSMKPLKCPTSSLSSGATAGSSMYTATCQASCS
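Using stably transfected HEK293 (constitutively active GLP-1R, cAMP-luciferase reporter), compounds were incubated 24 hr and luciferase measured by luminescence.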
HEK293 tox = cytotoxicity in counter-screen for GLP-1R inverse agonists. HEK293 cAMP-luciferase reporter cells, luminescence, 24 h. Potency, µM (titrated, usually from 38.3 µM), for the others: at the highest dose activity change, negative = inhibition, usual class: inhibitors. 410,000 compounds, 0.13% hits;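 further: loss of luciferase light is scored as toxicity; on the % scale 0 is the no-effect control and ±100 the full control effect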
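Compound-treated cells are incubated 24 hr at 37 deg C under 5% CO2 after a 12 hour attachment period, then luciferase detection reagent is added and luminescence is measured following 12 min at room temperature; lowered signal indicates toxicity.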
GLP-1R agonist = GLP-1 receptor (human) agonism; AID 624172; HEK293 GLP-1R CRE-luciferase, luminescence, 4-6 h; cells express a hypersensitive GLP-1R form; Potency, µM (series often up to 45.6 µM), inactives show at the top dose activation, most hits filed as activators; P43220; 380,000 compounds, 0.007% hits; further: % of control where 0% means no effect
KB-V1 MDR tox = kills drug-selected multidrug resistant KB-V1 cells; Potency, µM (series often up to 46.1 µM), without a hit: at the top dose activity change, negative = cytotoxicity, hits mostly cytotoxic; KB-V1 MDR cells viability, CellTiter-Glo, 72 h; 400,000 compounds, 3.4% hits; further: on the % scale 0 is the no-effect control and ±100 the full control effect; nearly all actives have a fitted effect of over 60% in size
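qHTS viability screen in drug-selected KB-V1 MDR cells: 72 h compound treatment at 37 degrees C, ATP luminescence end point.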
TDP43 rescue = TDP-43 toxicity inhibition in yeast | 410,000 compounds, 1.8% hits | Potency, µM (doses to about 46.1 µM), for inactives: at the highest dose growth rescue (activation), actives largely listed as activators | TDP-43 expressing yeast growth rescue, BacTiter-Glo, 24 h | AID 652104; further: % of control where 0% means no effect; nearly all actives have a fitted effect of over 50% in size
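Luminescence from BacTiter-Glo reports growth of TDP-43-expressing yeast after 24 hr at 30 deg C with compound. Cells were raffinose-pregrown to mid-log, then seeded in galactose medium at OD600=0.02.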
HT1080 IDH1KD tx = kills HT-1080 cells with IDH1 knockdown | HT-1080 IDH1 knockdown viability, ATP luminescence, 48 h | Potency, µM (series often up to 46.1 µM), without a hit: top-dose activity, negative = toxicity, most hits filed as cytotoxic | 360,000 compounds, 2% hits | AID 686971;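 further: 0% = DMSO wells and -100% = cell-free medium wells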
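CellTiter-Glo luminescence after 48 h compound exposure at 37 degrees C of IDH1-knockdown HT-1080 cells in 5% FBS RPMI. %Activity scaled between DMSO wells and cell-free media wells, with curves fitted and assigned curve classes.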
HT1080NT lethal = kills 2HG-producing HT-1080-NT fibrosarcoma cells. HT-1080-NT fibrosarcoma viability, CellTiter-Glo ATP luminescence, 48 h. Potency, µM (highest dose often 46.1 µM), for inactives: at the highest dose activity, negative = less viability, hits mostly cytotoxic. 360,000 compounds, 1.6% hits. AID 686970;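 further: NT is the 2HG producing partner of a matched IDH1 knockdown line; 0% = DMSO-treated cells and -100% = media-only wells without cells; nearly all actives have a fitted effect of over 55% in size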
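Fibrosarcoma NT cells, 750 per well in 5% FBS RPMI, were exposed to compound for 48 hours. Viability: CellTiter-Glo luminescence.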
KB-3-1 tox = KB-3-1 parental cell cytotoxicity | KB-3-1 viability, CellTiter-Glo ATP luminescence, 72 h | Potency, µM (titrated, usually from 46.1 µM), for the others: top-dose activity change, negative = cytotoxic, most hits filed as cytotoxic | 400,000 compounds, 1.4% hits; further: on the % scale 0 is the no-effect control and ±100 the full control effect; nearly all actives have a fitted effect of over 60% in size
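Parental KB-3-1 adenocarcinoma cells in phenol-red-free DMEM with 10% FBS were pin-treated with compounds at several concentrations, incubated 72 h at 37 °C, and viability read by CellTiter-Glo luminescence; concentration-effect curves were fitted after normalization.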
SW480 rerep = DNA re-replication induction in SW480 cells. 340,000 compounds, 1.8% hits. SW480 DNA re-replication, Hoechst DNA content imaging, 48 h. Potency, µM (highest dose often 46.1 µM), for the others: at the top dose re-replication activation, hits mostly activators; further: % of control where 0% means no effect; nearly all actives have a fitted effect of over 55% in size
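Quantitative HTS format with DMSO vehicle controls; 48 hr drug incubation at 37 C, then 40 min Hoechst staining and scanning imager measurement at 405 nm excitation.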
Active calls of the source: *; ? = inconclusive; / = not tested or not shown; & = joins results of further samples; [ ] = remark or other dose. The call rests on the fitted dose curve; in most records, active means well fitted curve in the direction sought with a large enough effect; inconclusive means small, poorly fitted or top-dose-only effect, or another doubt; inactive means no such curve, though single readings can be large; an effect the other way counts as inactive or inconclusive. Potency means the concentration at half of the fitted maximal effect. Only part of the results is shown. The share of hits here may be higher or lower than overall.

Screens in order: GLP1R inv ag	KB-3-1 tox	GLP-1R agonist	HT1080 IDH1KD tx	HT1080NT lethal	HEK293 tox	SW480 rerep	KB-V1 MDR tox	TDP43 rescue
> Cc1ccc2c(c1)C1CN(C)CCC1N2C(=O)/C=C/c1ccc2c(c1)OCO2 (stereo unspecified)
 : ?	11%	18%	?	?	-20%	0%	4%	-25%[0.397 µM]
> Cc1cc(C=C2C(=O)NC(=O)NC2=O)c(C)n1-c1ccncc1
 : 12%	14%	-2%	2%	14%	0%	-4%	-3%	0%
> Fc1ccccc1CNCCc1c[nH]c2ccccc12
 : ?	7%	11%	-15%	-19%	8%	?	10%	-1%
> CC(=NCc1cccnc1)c1c(O)n(-c2ccc(Cl)cc2)c(=O)[nH]c1=O
 : 8%	7%	2%	20%	18%	-16%	?	-5%	-9%
> CC1(C)CN=C(Nc2ccc(F)c(Cl)c2)S1
 : -24%	5%	25%	-3%	-1%	-6%	0%	-10%	8%
> COc1ccc(N2C(=O)/C(=C/c3ccc(C)o3)C(=O)NC2=S)cc1
 : 14%	-2%	-1%	17%	10%	5%	-6%	-6%	7.1µM*
> COc1ccc(CCn2c(O)c(C=Nc3ccc(F)cc3)c(=O)[nH]c2=O)cc1OC
 : -2%	2%	-3%	-3%	3%	-3%	?	9%	3%
> CCCN1CC(C)C(OC(C)=O)(c2ccccc2)CC1C (stereo unspecified)
 : 0%	21%	-16%	7%	6%	5%	13%	13%	12%
> C[C@@]1([C@@H](NP(=O)(c2ccccc2)c2ccccc2)c2ccccc2)C[C@H]1CCO
 : ?	5%	-4%	5%	-1%	1%	2%	-12%	-13%
> Clc1ccc(Cl)c(Oc2ccc(Oc3nc(Cl)ccc3Cl)cc2)n1
 : 42%[activator]	11%	-1%	-4%	8%	0%	-2%	-10%	-21%
> C[C@]12CCC3C(CC[C@H]4C[C@@H](O)CC[C@]34C)C1C[C@@H](Br)[C@@H]2O (stereo partly specified)
 : 8%	?	-1%	15%	10%	0%	2%	20%	-21%
> Cc1ccc(-n2c(=O)[nH]c3ccccc3c2=O)cc1[N+](=O)[O-]
 : 26%	0%	-8%	28%	16%	2%	/	0%	9%
> Cc1ccc(N2C(=O)NC(=O)/C(=C\c3ccoc3)C2=O)cc1
 : 12%	9%	-1%	0%	1%	7%	25%	11%	-4%
> CCN(CC)c1ccc(NC2=C(Cl)C(=O)c3ccccc3C2=O)cc1
 : 44%[activator]	?	-1%	?	?	?	?	?	2%
> N=C1c2ccccc2CN1c1ncccn1
 : 6%	-11%	3%	-2%	-1%	-1%	-7%	-6%	-6%
> COC(=O)C1=C(c2cccc(OC)c2OC)C[C@@H]2CC[C@H]1N2C(=O)N1CCC(C)CC1
 : -12%	-1%	25%	12%	0%	3%	-2%	18%	17%
> Cc1ccc(NC(=O)N2CCN(c3cc(-c4noc(C)n4)ccc3C)CC2)c(F)c1
 : ?	0%	-2%	/	/	-11%	/	-30%	28%
> CC(=NCCN1CCCCC1)c1c(O)n(Cc2ccccc2)c(=O)[nH]c1=O
 : 2%	-4%	-9%	-2%	6%	-9%	0%	15%	-13%
> Cc1occc1C(=O)N1CCC2(CC1)OCCO2
 : 6%	1%	-9%	1%	9%	9%	0%	1%	-29%
> Cc1ccc(C2SCC(=O)Nc3c2c(=O)[nH]n3C2CCOC(C)(C)C2)cc1 (stereo unspecified)
 : 3%	13%	-13%	9%	11%	7%	-1%	29%	9%
> CCOc1ccc2c(c1)c(C(C)=O)c(C)n2Cc1ccco1
 : ?	-4%	21%	-11%	-2%	-3%	-1%	-5%	4%
> Cc1ccc2ccccc2c1NC(=O)CNC1CCCCC1
 : 3%	-22%	4%	2%	-1%	-1%	8%	?	1%
> COc1ccc(N=C2SCCCN2C)cc1
 : -4%	4%	-4%	19%	17%	-3%	-20%	16%	1%
> O=S(=O)(c1ccc2c(c1)OCCO2)N1CCC(c2nc3ccc(Cl)cc3[nH]2)CC1
 : ?	-9%	-25%	14µM*	11µM*	?	14%	2.9µM*	-11%
> COc1ccc(OC)c(CN2CCN(C(=O)COc3cccc(C)c3)CC2)c1
 : -24%	0%	10%	-1%	-1%	-1%	0%	-26%	-3%
> O=C(Nc1ccc2c(c1)OCO2)c1cn(Cc2ccc(F)cc2)nn1
 : ?	?	5%	/	/	-19%	3%	9%	?
> O=C(O)Cn1cc(/C=C2\C(=O)NC(=O)N(c3ccc(Cl)cc3)C2=O)c2ccccc21
 : 13%	10%	-7%	0%	0%	0%	-4%	?	11%
> C[C@@H]1CN([C@@H](C)CO)C(=O)CCCn2nncc2CO[C@H]1CN(C)C(=O)Oc1ccccc1
 : -3%	17%	7%	5%	0%	1%	/	11%	6%
> COc1ccc(S(=O)(=O)N2Cc3ccccc3-n3nncc3C2)cc1
 : 48%[activator]	-11%	0%	1%	2%	-17%	/	-4%	18%
> O=C(C1CCN(S(=O)(=O)N2CCOCC2)CC1)N1CCC2(CC1)OCCO2
 : 18%	3%	7%	-8%	-8%	-10%	-6%	-2%	-28%
> COC(=O)C1=C(c2cc3ccccc3s2)C[C@@H]2CC[C@H]1N2C(=O)NCC1CC1
 : ?	0%	11%	-2%	3%	5%	-2%	0%	0%
> CCCCCn1c(=O)c(C(=O)Nc2ccccc2)c(O)c2ccccc21
 : 13%	2%	6%	6%	7%	-3%	1%	-14%	1%
> CCC(C(=O)N1CCC2(CC1)OCCO2)n1c2ccccc2c2nc(=O)cc(C)n21 (stereo unspecified)
 : 0%	4%	4%	13%	-1%	13%	-7%	-2%	-1%
> C#CC[N+]1(C)[C@@H]2CC[C@H]1CC(OC(=O)C(CO)c1ccccc1)C2 (stereo partly specified)
 : 3%	1%	1%	0%	-2%	32%[activator]	-2%	0%	7%
> CCCCn1nnnc1C(C1CC1)N1CCC(n2c(=O)[nH]c3ccccc32)CC1 (stereo unspecified)
 : -10%	0%	14%	8%	-3%	-12%	/	?	18%
> Oc1c(Cl)cccc1Cc1cc(Cl)cc(Cl)c1O
 : ?	?	-3%	?	?	?	1%	?	-94%[inhibitor]
> CCCCCSc1cc(O)c(C(CNC)C(C)C)cc1OC (stereo unspecified)
 : 10µM*	-9%	9%	?	?	-16%	?	-19%	19%
> O=C(N/N=C/c1c(O)n(Cc2ccc(F)cc2)c(=S)[nH]c1=O)c1ccncc1
 : 11%	-27%	-1%	5%	9%	154%[activator]	7%	-8%	-7%
> Cc1cc(C)c(OCC(=O)Nc2nc(-c3ccccn3)cs2)c(C)c1
 : ?	?	-2%	?	-19%	?	21%	6.5µM*	-14%
> Cc1cccc(NC(=S)N2CC3CC(C2)c2cccc(=O)n2C3)c1C (stereo unspecified)
 : 1%	-6%	-7%	24%	21%	-11%	-4%	-6%	-8%
> O=C(Cc1n[nH]c(=O)c2ccccc12)OCc1c(Cl)cccc1Cl
 : ?	?	11%	-3%	-18%	23%	-119%	?	-15%
> C[C@]12CC[C@@H](O)CC1=CCC1C2CC[C@@]2(C)C1C[C@@H](F)[C@@H]2O (stereo partly specified)
 : 8%	4%	12%	9%	3%	-6%	-1%	?	-1%
> CN1[C@@H](CC(=O)c2ccccc2)CCC[C@H]1C[C@H](O)c1ccccc1
 : -18%	0%&-34%	14%&32%	-1%	-12%	-13%	2%&0%&1%	?	22%
> O=[N+]([O-])c1cccc(CN2CC=C(c3ccc(F)cc3)CC2)c1
 : ?	9.2µM*	-6%	15%	0%	11%	-6%	10%	-1%
> COP(=O)(NS(=O)(=O)c1ccccc1)OC
 : 10%	2%	-1%	10%	9%	-21%	-99%[inhibitor]	17%	4%
> c1ccc(C2NCc3ccccc3-n3cccc32)cc1 (stereo unspecified)
 : ?	-5%	-3%	-15%	-12%	0%	7%	-13%	?
> CN1C2CCC1CC(OC(=O)CCN1CCCC1)C2 (stereo unspecified)
 : 0%	5%	26%	1%	5%	10%	-5%	0%	-15%
> COc1ccc2c(c1)NP(=S)(c1ccccc1)N2 (stereo unspecified)
 : 40%	-3%	3%	18%	7%	25%	4%	4%	-18%
> CCC1C(c2ccccc2)N(C)C(c2ccccc2)CC1(O)c1ccccc1 (stereo unspecified)
 : 2.5µM*	?	0%	16µM*	?	?	?	0%	-8%
> Cc1c(N/N=C(\C#N)C(=O)c2ccccc2)c(=O)n(-c2ccccc2)n1C
 : ?	?	-1%	?	-22%	?	?	?	-12%[0.397 µM]
> CCOC(=O)Cn1cc(C=C2C(=O)N(C)C(=O)N(C)C2=O)c2ccccc21
 : -18%	22%	7%	6%	7%	0%	?	0%	5%
> Cc1cccc(N=Cc2c(O)n(C)c(=O)n(C)c2=O)c1
 : 13%	5%	-4%	14%	13%	6%	-3%	-11%	29%
> COC(=O)C1=C(c2ccc3ccccc3c2)C[C@@H]2CC[C@H]1N2C
 : -13%	0%	6%	0%	3%	5%	-5%	7%	-12%

Reprinted at random: 3 entries already listed.
Screens in order: GLP1R inv ag	KB-3-1 tox	GLP-1R agonist	HT1080 IDH1KD tx	HT1080NT lethal	HEK293 tox	SW480 rerep	KB-V1 MDR tox	TDP43 rescue
> CN1C2CCC1CC(OC(=O)CCN1CCCC1)C2 (stereo unspecified)
 : 0%	5%	26%	1%	5%	10%	-5%	0%	-15%
> COc1ccc2c(c1)NP(=S)(c1ccccc1)N2 (stereo unspecified)
 : 40%	-3%	3%	18%	7%	25%	4%	4%	-18%
> Cc1c(N/N=C(\C#N)C(=O)c2ccccc2)c(=O)n(-c2ccccc2)n1C
 : ?	?	-1%	?	-22%	?	?	?	-12%[0.397 µM]
